# FUS yeast rescue = FUS proteinopathy suppression in yeast | S. cerevisiae FUS-expressing, growth rescue, OD600, 24 h | Potency, µM (series often up to 76.6 µM), without a hit: at the highest dose growth rescue (activation), usual class: activators | 0.24% of 390,000 active | AID 1347120;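 also: potency is read from the fitted curve at half-maximal effect; plate controls were DMSO vehicle for no effect and reference control for full effect; nearly all actives have a fitted effect of over 55% in size; some results filed as inactive show a strong effect at the top dose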
#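 Cultures pregrown in 2.5% raffinose medium are shifted to minimal medium containing 2% galactose to express toxic FUS. Compounds are tested at several concentrations. After 24hr at 30C, growth is quantified at 600 nm absorbance.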
# GLP-1R inv ag = GLP-1 receptor (human) inverse agonism; Potency, µM (top dose mostly 38.3 µM), without a hit: top-dose activity change, negative = inhibition, hits mostly inhibitors; 1.6% of 410,000 active; P43220; HEK293 GLP-1R CRE-luciferase, luminescence, 24 h; GLP-1R form is constitutively active; AID 624417; also: potency is read from the fitted curve at half-maximal effect; % is scaled to controls: 0 for no effect and ±100 for the full control effect; nearly all actives have a fitted effect of over 55% in size
#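 Assay principle: reduced luminescence from a cAMP-responsive reporter in HEK293 cells co-expressing a constitutively active GLP-1R. Conditions: 24 hr compound incubation, 37 deg C, 5% CO2.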
# aSyn rescue = rescues yeast growth from alpha-synuclein toxicity | Yeast expressing alpha-synuclein, growth rescue, BacTiter-Glo, 24 h | Potency, µM (top dose mostly 46.1 µM), without a hit: top-dose growth rescue (activation), most hits filed as activators | 0.14% of 370,000 active | AID 652106; also: potency is read from the fitted curve at half-maximal effect; % of control where 0% means no effect; nearly all actives have a fitted effect of over 65% in size
#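 Galactose-induced alpha-syn yeast (OD600=0.02, raffinose-pregrown) + pinned cpd, 24 hr, 30 deg C; growth by BacTiter-Glo luminescence. Growth restoration scores as activation.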
# TDP43 rescue = rescues yeast growth from TDP-43 toxicity; TDP-43 expressing yeast growth rescue, BacTiter-Glo, 24 h; Potency, µM (top dose mostly 46.1 µM), for the others: at the top dose growth rescue (activation), usual class: activators; 1.8% of 410,000 active; also: potency is read from the fitted curve at half-maximal effect; % of control where 0% means no effect; nearly all actives have a fitted effect of over 50% in size
#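 Yeast cells expressing TDP-43 under galactose induction are exposed to compounds for 24 hr at 30 deg C. BacTiter-Glo luminescence measures growth, so protective compounds score as activators.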
# PTHR1 agonist = activates the human parathyroid hormone receptor PTHR1. HEK293 GP2 PTHR1 cells, GloSensor cAMP luminescence, 1 h. Potency, µM (doses to about 115 µM), without a hit: at the top dose activation, most hits filed as activators. 0.075% of 410,000 active. AID 743266; also: potency is read from the fitted curve at half-maximal effect; nearly all actives have a fitted effect of over 55% in size; some results filed as inactive show a strong effect at the top dose; inactives centre near -15; many of its hits are not listed in these tables
# Target sequence (Q03431 whole entry, looked up): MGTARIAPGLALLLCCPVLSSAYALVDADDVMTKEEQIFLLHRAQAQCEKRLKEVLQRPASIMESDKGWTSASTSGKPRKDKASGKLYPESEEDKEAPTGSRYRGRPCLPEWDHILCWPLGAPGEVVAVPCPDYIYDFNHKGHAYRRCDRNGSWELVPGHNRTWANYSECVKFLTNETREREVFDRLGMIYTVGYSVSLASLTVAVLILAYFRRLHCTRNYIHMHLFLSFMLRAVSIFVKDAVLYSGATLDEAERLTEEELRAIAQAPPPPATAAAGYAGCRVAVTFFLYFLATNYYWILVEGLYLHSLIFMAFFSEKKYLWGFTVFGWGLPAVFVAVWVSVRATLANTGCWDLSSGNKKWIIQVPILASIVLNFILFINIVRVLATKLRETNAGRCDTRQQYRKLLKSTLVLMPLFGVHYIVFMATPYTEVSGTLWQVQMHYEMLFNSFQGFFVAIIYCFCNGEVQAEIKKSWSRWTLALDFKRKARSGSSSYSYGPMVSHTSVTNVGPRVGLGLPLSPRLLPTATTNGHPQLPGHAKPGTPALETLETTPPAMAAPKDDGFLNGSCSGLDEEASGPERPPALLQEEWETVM
#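 HEK-293-derived GP2 cells expressing PTHR1 and a GloSensor cAMP reporter, 3,000/well, plated overnight, given luciferin plus IBMX (each 0.5 mM as added) for 1 h at 37 °C, then compound for 1 h at 37 °C. Luminescence was read after 15 min at room temperature.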
# D3 antag = antagonists of human D3 dopamine receptor | D3R cells, DiscoveRx beta-arrestin luminescence, antagonist mode; hits give low values | 2.5% of 360,000 active | max response, negative = inhibition, %; in the data active = max response below about -50%; inconclusive = no clear call, values can overlap the other calls; also: % is scaled to controls: 0 for no effect and ±100 for the full control effect; mostly tested at two doses, the higher about 12 µM
# Target sequence (P35462 whole entry, looked up): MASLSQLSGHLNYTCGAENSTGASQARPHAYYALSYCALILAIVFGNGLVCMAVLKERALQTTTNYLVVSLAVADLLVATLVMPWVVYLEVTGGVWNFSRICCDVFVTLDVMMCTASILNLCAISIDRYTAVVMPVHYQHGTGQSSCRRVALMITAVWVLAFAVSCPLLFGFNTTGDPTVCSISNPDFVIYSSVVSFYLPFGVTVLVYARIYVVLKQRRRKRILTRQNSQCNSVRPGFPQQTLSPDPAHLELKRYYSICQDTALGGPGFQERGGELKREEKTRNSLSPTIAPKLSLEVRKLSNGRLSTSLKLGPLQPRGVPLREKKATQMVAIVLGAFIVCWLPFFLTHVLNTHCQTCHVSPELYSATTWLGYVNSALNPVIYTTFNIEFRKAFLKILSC
#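 Cells expressing the human receptor were seeded at 1500 cells/well, incubated overnight at 37 degrees C in 5% CO2, then exposed to library compounds with dopamine controls for 90 minutes at 37 degrees C before luminescent detection.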
# Akt phos inh = blocks phosphorylation of Akt. Neuro2A IGF-stimulated pAkt S473 HTRF, 20 min; hits give low values. activity change, % for hits at 50 µM. AID 651550. 0.32% of 360,000 active; in the data active = activity change below about -80%; inconclusive = mostly about -51% to -80%; also: % is scaled to controls: 0 for no effect and ±100 for the full control effect
#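 Neuro2A cells in DMEM with 0.5% FBS, overnight at 37 deg C, given compound at single 50 µM final, then IGF (6 nM final) for 20 min at 37 deg C. Lysed; phospho-Akt Ser473 by HTRF after 24 h, 665/615 ratio.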
# Abeta yeast res = restores growth of yeast expressing A-beta42 peptide; yeast expressing A-beta42, growth rescue, OD600, 48 h; response scale: 0% DMSO, 100% iron-clioquinol control; Potency, µM (top dose mostly 46.1 µM), inactives show at the top dose growth rescue, most hits filed as activators; 0.063% of 410,000 active; also: potency is read from the fitted curve at half-maximal effect; nearly all actives have a fitted effect of over 55% in size
#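 Yeast A-beta toxicity model in growth medium with pinned compounds, 48 h at 30 C; growth read as absorbance at 600 nm. Normalized to FeCl3/clioquinol equimolar mix (positive) and DMSO (negative).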
# GLP-1R agonist = agonists of human GLP-1 receptor; P43220; HEK293 GLP-1R CRE-luciferase, luminescence, 4-6 h; cells express a hypersensitive GLP-1R form; Potency, µM (highest dose often 45.6 µM), for inactives: top-dose activation, hits mostly activators; 0.007% of 380,000 active; AID 624172; also: potency is read from the fitted curve at half-maximal effect; % of control where 0% means no effect
# * hit, by the source's call; i = inactive; u = inconclusive; x = not tested or not shown; & = joins results of further samples; [ ] = dose if it differs, or a comment. Unless noted, calls follow the shape of the dose curve; as a rule, active = well fitted curve in the direction sought with a large enough effect; inconclusive = small, poorly fitted or top-dose-only effect, or another doubt; inactive = no such curve, though single readings can be large; an effect the other way counts as inactive or inconclusive.
SMILES,FUS yeast rescue,GLP-1R inv ag,aSyn rescue,TDP43 rescue,PTHR1 agonist,D3 antag,Akt phos inh,Abeta yeast res,GLP-1R agonist
Cc1ccc(S(=O)(=O)N2C[C@H]3[C@H]4C(=O)N(c5ccccc5)C(=O)[C@H]4C[C@H](OC(=O)Nc4cccs4)[C@@]3(O)C2)cc1,u,-11%,-3%,0%,i,-8,i,0%,-1%
NS(=O)(=O)c1ccc(-c2ccc(/C=N/NC(=O)c3ccc([N+](=O)[O-])cc3)o2)cc1,-3%,1%,-1%,11%,i,-14,i,-8%,-3%
COc1ccc(OCC(=O)Nc2ccc3nc(C)sc3c2)cc1,9%,12%,3%,5%,i,6,i,-12%,10%
CCNc1sc(S(C)(=O)=O)nc1S(=O)(=O)c1ccc(Cl)cc1,-24%,11%,-2%,6%,18%,-20,i,3%,5%
CCCCc1cc(=O)oc2cc(OCC(=O)Nc3ccccn3)ccc12,-17%,2%,0%,8%,-8%,7,i,x,27%
Cc1cccc(C)c1N1CCN(C(=O)c2ccc3c(c2)OCO3)CC1,24%,10µM*,7%,u,-9%,-21,i,u,-2%
CCOc1cc(C(=O)NCc2ccc3c(c2)OCO3)cc(OCC)c1OCC,9%,-13%,-3%,-6%,u,u,i,-5%,-2%
CCn1c(CSc2nnc(-c3ccncc3)n2C)nc2cc(C(=O)O)ccc21,10%,-7%,0%,2%,-17%,-5,i,3%,-4%
Cn1c(NCCN2CCOCC2)nc2c1c(=O)n(Cc1cccc(Cl)c1)c(=O)n2C,4%,u,1%,-3%,i,21,i,-5%,1%
COc1cccc(C(=O)NC(=S)Nc2ccc(Cl)c(C(=O)O)c2)c1,-2%,5%,-10%,-2%,-3%,-8,i,6%,0%
Cc1ccc(C)c(CSc2ccc3nnc(-c4ccccn4)n3n2)c1,33%,-30%,-17%,u,-46%[inhibitor],2,i,2%,0%
CCOc1ccc(NC(=O)CCC(=O)N2CC(C)Oc3ccc(C)cc32)cc1 (stereo unspecified),13%,u,x,12%,i,x,x,7%,x
COc1ccc(Cn2nnc3c(=O)[nH]c(C4CCCN(C(=O)c5ccc(C)cc5)C4)nc32)cc1 (stereo unspecified),27%,35%[activator],x,0%,i,x,x,9%,x
COc1ccc2sc(-c3ccc(S(C)(=O)=O)cc3)c(C#Cc3cncn3C)c2c1,23%,0%,1%,0%,i,85,i,1%,0%
Cc1cccc(N2CCN(C(=O)C3CCN(S(=O)(=O)c4c(C)noc4C)CC3)CC2)c1C,u,u,10%,u,-37%&-23%[inhibitor],-3,i,u,-2%&0%
NC(=O)c1c(NC(=O)c2noc3c2CCCC3)sc2c1CCCC2,-11%,18%,x,15%,-10%,x,x,-4%,x
CCCN1C(=O)c2[nH]nc(-c3ccccc3)c2C1c1cccc(O)c1 (stereo unspecified),3%,-7%,x,9%,i,x,x,6%,x
CC(NC(=O)c1ccc(Cn2c(=O)c3cccn3c3cccnc32)cc1)c1ccccc1 (stereo unspecified),3%,6%,x,u,5%,x,x,-4%,x
O=C(NCc1ccccn1)C1CCN(S(=O)(=O)c2ccccc2F)CC1,-2%,19%,1%,16%,-10%,-18,i,-2%,-2%
O=C(NCC(=O)N1CCCC1)c1ccc(Br)cc1,-4%,25%,-11%,13%,i,-7,i,-10%,4%
Cc1ncc(CO)c2c1Oc1nc(-c3ccccc3)nc(SCC(=O)Nc3cccc(C(F)(F)F)c3)c1C2,5%,0%,x,-7%,u,x,x,-11%,x
CN1CCCC(OC(=O)c2cc(Cl)cc(Cl)c2)C1 (stereo unspecified),14%,-3%[7.66 µM],-1%,5%,-19%,-17,i,14%,0%
CC1=Nn2c(nc3sc4c(c3c2=O)CCCC4)SC1,10%,43%,1%,18%,i,23,i,-27%,4%
Cc1nc2ccccc2c(=O)n1-c1cccc(NS(=O)(=O)c2ccccc2)c1,-1%,0%,9%,16%,i,5,i,14%,14%
Cc1ccc(CNC(=O)CCNS(=O)(=O)c2ccc(Br)s2)cc1,17%,u,0%,0%,-20%,11,i,4%,12%
SMILES,FUS yeast rescue,GLP-1R inv ag,aSyn rescue,TDP43 rescue,PTHR1 agonist,D3 antag,Akt phos inh,Abeta yeast res,GLP-1R agonist
Cc1c(Cl)cccc1-c1ccc(C(=O)N2CCN(c3ccc([N+](=O)[O-])cc3)CC2)o1,-1%,9%,4%,-1%,-30%[57.5 µM],30,i,-7%,-8%
Cc1cc(SCC(=O)c2cccs2)n2nc(C)c(-c3ccc(Cl)cc3)c2n1,3%,10%,-2%,-18%,0%,0,i,11%,-10%
CCN(CC)C(=O)c1sc2c(c1C)c(=O)n(CCc1ccccc1)c(=O)n2Cc1cc(C)ccc1C,-20%,10%,x,25%,3%,x,x,3%,x
CCn1cc(C(=O)O)c(=O)c2cnc(N3CCN(C(=S)Nc4ccccc4)CC3)nc21,-2%,-1%,1%,-23%,i,-9,i,-2%,0%
CC(=O)Nc1ccc(NC(=O)COC(=O)c2c(C)nn(-c3ccccc3)c2C)cc1,6%,8%,2%,10%,i,-4,i,13%,20%
O=C(NNC(=S)Nc1ccc(Cl)c(Cl)c1)c1ccccn1,-10%,u,10µM*,16%,-2%,-21,i,1%,20%
CCNC(=S)/N=C(/Nc1ccc(OC)cc1)Nc1nc(C)cc(C)n1,-25%,0%,1%,5%,i,-10,i,-10%,0%
O=C(COC(=O)/C=C/c1ccco1)Nc1cccc([N+](=O)[O-])c1,x,19%,-4%,9%,-6%,-23,i,-6%,1%
Cc1nc2sc(C(c3cccs3)N3CC(C)CC(C)C3)c(O)n2n1 (stereo unspecified),-3%,-19%,-11%,9%,i,0,i,-2%,14%
O=S(=O)(NC(=S)c1ccccc1)c1ccc(Cl)cc1,17%,u,-17%,4%,-24%,-11,i,6%,-2%
CCOCCCNCC(=O)NCC1CCCCC1,-38%,-13%,1%,11%,i,u,i,2%,-5%
COC(=O)CC1COc2ccccc2N1C(=O)c1ccc(Br)cc1 (stereo unspecified),15%,u,9%,u,i,-11,i,3%,3%
Cc1ccc(C)c(Cn2c(C(C)O)nc3ccccc32)c1 (stereo unspecified),-3%,u,2%,-7%,-20%[57.5 µM],16,i,15%,11%
O=[N+]([O-])c1ccc(NN=C2CC3CCC2C3)c([N+](=O)[O-])c1 (stereo unspecified),-21%,25%,0%,27%,-23%,39,i,-5%,-4%
COc1ccc(S(=O)(=O)Nc2cc(-c3cn4cccc(C)c4n3)ccc2C)cc1C,10%,u,x,-4%,-18%,x,x,-7%,x
C#CCOCC1CNC(=S)O1 (stereo unspecified),-26%,1%,0%,0%,i,6,i,3%,-3%
CCN1CCN(C(=O)c2cc(COc3ccc(C(C)=O)cc3OC)on2)CC1,-22%,52%,0%,20%,i,7,i,2%,22%
CN(C)CCNC(=O)C1CCN(c2nc3ccccc3[nH]2)CC1,6%,4%,x,14%,i,x,x,-36%[inhibitor],x
CCn1nnnc1-c1ccc(OC)c(S(=O)(=O)NCCc2ccccc2)c1,21%,-4%,2%,0%,-15%[57.5 µM],26,i,7%,-4%
Nc1ncc(Br)cc1S(=O)(=O)NCCC(=O)NCCc1ccccc1,7%,u,3%,5%,-17%,6,i,17%,0%
N/C(=N\OC(=O)Cc1ccccc1[N+](=O)[O-])c1cccc(Br)c1,-14%,u,-1%,u,-27%,7,i,-18%,21%
Cc1cnc(C(=O)N(CC(C)C)c2c(N)n(CC(C)C)c(=O)[nH]c2=O)cn1,-10%,10%,-4%,-7%,i,-9,i,6%,5%
Cc1ccc(S(=O)(=O)N2CCC(=O)N([C@H](COCc3cccc(C)c3)C(C)C)CC2)cc1,u,u,0%,0%,-10%,-19,i,-16%,12%
CC1CC(C)CN(CCCNC(=O)c2ccc(CS(=O)(=O)Cc3cccc(Cl)c3)o2)C1 (stereo unspecified),4%,u,-6%,-4%,-3%,u,i,x,-5%
Cc1ccc(S(=O)(=O)N(C)C[C@@H]2OCCCC[C@H](C)Oc3ccc(NC(=O)Nc4ccc(F)cc4)cc3C(=O)N([C@H](C)CO)C[C@H]2C)cc1,u,u,-2%,9%,-18%,-12,i,0%,0%
SMILES,FUS yeast rescue,GLP-1R inv ag,aSyn rescue,TDP43 rescue,PTHR1 agonist,D3 antag,Akt phos inh,Abeta yeast res,GLP-1R agonist
Cc1ccc(CN2C(=O)C(Cc3ccccc3)Nc3ncnc(N4CCN(c5ccccc5)CC4)c32)cc1 (stereo unspecified),25µM*,u,19%,-15%,-3%,-140*,i,6%,-2%
COc1cc(NC(=O)C23CC4CC(C2)CC(n2nnc(C)n2)(C4)C3)c(OC)cc1Cl,-1%,-15%,6%,25%,-6%[57.5 µM],34,i,-8%,-9%
CN(C)CC(CCC(CN(C)C)C(O)(c1ccccc1)c1ccccc1)C(O)(c1ccccc1)c1ccccc1 (stereo unspecified),-1%,2.8µM*,-6%,-7%,i,u,i,-12%,19%
O=C(c1ccc2nc(N3CCCCC3)sc2c1)N1CCN(Cc2ccc3c(c2)OCO3)CC1,0%,10µM*,4%,18%,i,u,i,-4%,0%
Cc1ccc(CN2C(=O)c3ccccc3NC2c2ccccn2)cc1 (stereo unspecified),6%,3%,4%,7%,-9%,1,i,-3%,12%
Cn1c(=O)c2c(nc(Cc3ccccc3)n2C)n(C)c1=O,-7%,20%,-8%,-16%,-25%,6,i,-17%,13%
OCCC1CN(Cc2ccn[nH]2)CCN1Cc1ccc(F)c(F)c1 (stereo unspecified),12%,-1%,-8%,3%,i,7,i,-10%,10%

# Not all compounds are listed; the hit share may differ from the screen's.
